Screening data from PubChem BioAssay.
GPR151 activ – human GPR151 activation; PathHunter beta-arrestin GPR151 cells, luminescence; 650,000 tested, 1% active; activation, % at 11.2 µM; in the data active = activation above about 4.9%;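 note: 0% = median of compound wells and 100% = cells with positive control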
Target sequence (Q8TDV0 whole entry, looked up): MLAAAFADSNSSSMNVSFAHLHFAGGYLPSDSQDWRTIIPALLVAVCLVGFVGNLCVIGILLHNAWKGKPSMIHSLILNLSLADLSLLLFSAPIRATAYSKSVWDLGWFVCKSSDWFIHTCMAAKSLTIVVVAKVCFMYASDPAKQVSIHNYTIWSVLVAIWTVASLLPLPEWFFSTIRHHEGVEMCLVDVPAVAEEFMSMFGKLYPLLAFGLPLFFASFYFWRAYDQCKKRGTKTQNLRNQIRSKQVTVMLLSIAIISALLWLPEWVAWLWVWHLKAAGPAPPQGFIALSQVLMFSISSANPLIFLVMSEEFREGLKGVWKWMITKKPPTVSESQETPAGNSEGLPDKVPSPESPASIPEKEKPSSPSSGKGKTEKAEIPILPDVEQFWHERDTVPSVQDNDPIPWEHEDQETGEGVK
TEAD-YAP block – TEAD-YAP interaction inhibition. HEK-TIYL cells, TEAD-Gal4/YAP UAS-luciferase luminescence. inhibition, % at 9.12 µM. 640,000 tested, 1.4% active. AID 1259422; in the data active = inhibition above about 32%;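 note: 0% = median of test compound wells and 100% = reference inhibitor wells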
FBW7 activator – human FBW7 E3 ligase activation, primary screen | 650,000 tested, 0.13% active | normalized activity (activation), % at 26.1 µM | AlphaScreen FBW7–phospho-cyclin E peptide binding, activator screen; in the data active = normalized activity above about 1.9%;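 note: purified mutant Fbw7 with reduced substrate affinity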
Target sequence (Q969H0 whole entry, looked up): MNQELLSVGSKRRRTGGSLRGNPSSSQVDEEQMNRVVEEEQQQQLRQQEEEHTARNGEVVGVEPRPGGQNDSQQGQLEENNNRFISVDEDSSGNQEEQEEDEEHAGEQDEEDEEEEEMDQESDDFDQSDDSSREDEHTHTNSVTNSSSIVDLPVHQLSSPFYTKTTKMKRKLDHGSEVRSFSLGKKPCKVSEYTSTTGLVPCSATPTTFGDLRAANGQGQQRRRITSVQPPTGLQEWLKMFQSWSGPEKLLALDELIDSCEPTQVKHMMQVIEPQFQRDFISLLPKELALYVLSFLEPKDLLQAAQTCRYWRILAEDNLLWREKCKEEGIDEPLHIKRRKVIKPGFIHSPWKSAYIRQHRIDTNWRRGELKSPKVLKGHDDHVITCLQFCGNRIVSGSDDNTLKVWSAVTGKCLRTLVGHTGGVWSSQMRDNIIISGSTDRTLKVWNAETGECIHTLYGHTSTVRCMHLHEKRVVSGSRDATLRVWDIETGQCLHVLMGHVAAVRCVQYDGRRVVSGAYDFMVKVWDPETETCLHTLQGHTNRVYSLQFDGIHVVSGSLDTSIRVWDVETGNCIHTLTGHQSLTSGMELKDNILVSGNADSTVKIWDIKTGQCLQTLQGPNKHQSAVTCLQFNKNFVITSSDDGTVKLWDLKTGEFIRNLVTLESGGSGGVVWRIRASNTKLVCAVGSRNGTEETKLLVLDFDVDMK
MITF inh – human MITF inhibition, primary screen | O75030 | AlphaScreen MITF homodimerization, bead proximity signal | inhibition, % at 2.6 µM | 650,000 tested, 0.91% active | AID 1259374; in the data active = inhibition above about 50%;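 note: 0% = vehicle wells with protein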
* = called active by the depositor; & = joins results of further samples. Rows are unselected; about 3.5% have a hit in one of these screens.

SMILES | GPR151 activ | TEAD-YAP block | FBW7 activator | MITF inh
O=C(NCc1ccc(Cl)nc1)c1cnc2scc(-c3ccc(Cl)s3)n2c1=O | 1.8 | 3.0 | 0.5 | 9.9
CCCc1ccc(OCC(=O)Nc2c(C)cccc2CC)cc1 | 0.3 | -0.6 | 0.1 | 0.8
COC(=O)C1=C(C)NC(=S)NC1c1ccc(O)c([N+](=O)[O-])c1 (stereo not drawn) | 1.6 | 2.7 | 0.0 | -4.1
CCOc1ccc(S(=O)(=O)N(CC(=O)NCc2ccccn2)c2ccccc2)cc1 | -0.3 | 3.2 | -0.1 | -8.8
Cc1ccc(C(=O)Nc2ccc3c(C)cc(=O)oc3c2)cc1[N+](=O)[O-] | -0.6 | -15.2 | -0.1 | -5.1
O=c1cc(CN2CCN(Cc3ccc4c(c3)OCO4)CC2)c2ccc(O)cc2o1 | 0.2 | 5.6 | 0.0 | 14.7
CC(C)=CCN1CCC2(CCC(CNC(=O)Cn3nc(C)nc3C)O2)CC1 (stereo not drawn) | -1.0 | 3.5 | 0.0 | -13.9
C[C@@H](O)[C@@H]1NC(=O)[C@@H]2C[C@H](NC(=O)c3cccc(Cl)c3)CN2C1=O | 1.6 | 4.6 | 0.2 | 14.2
O=C(Nc1ccccc1C(=O)N1CCN(c2ccccc2)CC1)c1ccco1 | -0.9 | 6.4 | -0.1 | -20.4
COc1cc(C2NC(=O)NC(C)=C2C(=O)OCCOc2ccccc2)cc(OC)c1OC (stereo not drawn) | -0.8 | 2.3 | -0.1 | 7.8
COc1ccc(NS(=O)(=O)c2ccc3oc(SCC(N)=O)nc3c2)cc1 | 0.3 | 7.3 | 0.0 | 8.1
COc1ccccc1-c1ccc(=O)n(CC(=O)NCc2cccs2)n1 | 1.0 | -16.2 | -0.1 | 9.9
CCOC(=O)c1c(NC(=O)CSc2nnc(CNC(=O)c3ccccc3OC)n2-c2cc(C)ccc2C)sc2c1CCC2 | 0.1 | -5.9 | -0.1 | -5.0
CC(=O)Nc1c2c(nn1-c1cccc(Cl)c1)CSC2 | 1.4 | 9.7 | 0.3 | 2.9
CCOc1cccc(CNCc2ccc(C(=O)O)cc2)c1 | -1.8 | -0.6 | 0.0 | 11.4
COc1cccc(-n2nnnc2S(C)(=O)=O)c1 | -1.9&-1.3 | 6.0 | 0.0 | -5.5
CCOC(=O)C1=C(C)N=c2s/c(=C\c3ccc(OCc4ccccc4Cl)cc3)c(=O)n2C1c1ccc(OC)cc1 (stereo not drawn) | -0.7 | -6.8 | -0.1 | 2.6
S=C(c1ccc(-c2ccc(Cl)cc2)o1)N1CCN(c2ccccc2)CC1 | 0.9 | -1.5 | 0.0 | 7.6
O=C(NCCN1CCOCC1)c1cccc(Cl)c1Cl | -0.5 | 5.8 | 0.0 | 6.2
Cc1c(C2=N/C(=C/c3cccc(Cl)c3)C(=O)O2)cccc1[N+](=O)[O-] | -0.6 | -2.1 | -0.1 | 14.2
CCOc1ccc(/C=N/NC(=O)CCSc2ccccc2)cc1 | -2.2 | 9.2 | 0.3 | 15.4
CCC(C)C(=O)Nc1ccc(NC(=O)c2cccs2)cc1 (stereo not drawn) | 2.2 | -56.4 | 0.1 | -1.5
Cc1cccc(N2C(=O)c3ccc(C(=O)OC(C)C)cc3C2=O)c1 | -2.4 | 1.0 | 0.0 | 5.2
Cc1ccc(C2=N/C(=C/c3cccc4ccccc34)C(=O)O2)cc1 | 1.1 | -14.6 | -0.1 | -3.0

Part of the list above, tab-delimited:
SMILES	GPR151 activ	TEAD-YAP block	FBW7 activator	MITF inh
CC(=O)Nc1c2c(nn1-c1cccc(Cl)c1)CSC2	1.4	9.7	0.3	2.9
CCOc1cccc(CNCc2ccc(C(=O)O)cc2)c1	-1.8	-0.6	0.0	11.4

Structures above with an aryl thioether with sulfur outside any ring (3):
SMILES | GPR151 activ | TEAD-YAP block | FBW7 activator | MITF inh
COc1ccc(NS(=O)(=O)c2ccc3oc(SCC(N)=O)nc3c2)cc1 | 0.3 | 7.3 | 0.0 | 8.1
CCOC(=O)c1c(NC(=O)CSc2nnc(CNC(=O)c3ccccc3OC)n2-c2cc(C)ccc2C)sc2c1CCC2 | 0.1 | -5.9 | -0.1 | -5.0
CCOc1ccc(/C=N/NC(=O)CCSc2ccccc2)cc1 | -2.2 | 9.2 | 0.3 | 15.4

Next part.
SMILES | GPR151 activ | TEAD-YAP block | FBW7 activator | MITF inh
CCOC(=O)C1(CCOC)CCN(C(=O)Cc2ccsc2)CC1 | -0.3 | 7.3 | 0.1 | 0.2
NC(=O)c1ccccc1NC(=O)c1ccc2c(Cl)c3c(nc2c1)CCCC3 | -1.0 | 9.2 | 0.3 | 18.6
FC(F)(F)C(Oc1nc(Nc2cccnc2)nc(OC(C(F)(F)F)C(F)(F)F)n1)C(F)(F)F | 1.2 | 2.7 | 0.1 | 10.9
CC(C)c1nc2ccc(-c3ccnn3C)cc2c(=O)[nH]1 | 1.7 | 7.2 | 0.0 | -1.9
COc1cc(/C=N/NC(N)=O)ccc1OCC(=O)N1C(C)CCCC1C (stereo not drawn) | 0.2 | -2.1 | 0.0 | 3.0
CCOC(=O)C1CCN(c2c(NCCN(C)C)c(=O)c2=O)CC1 | 0.9 | -4.2 | 0.0 | 2.8
CC(=O)C1=NN(c2ccccc2)C(c2c[nH]c3ccccc23)N1c1ccc(F)cc1 (stereo not drawn) | 3.2 | -31.1 | -0.1 | 4.5
COc1ccc(C(C)(C)C)cc1NS(=O)(=O)c1ccc(Cl)s1 | 1.8 | -6.0 | 0.7 | 20.3
O=C(/C=C/Nc1ccc([N+](=O)[O-])cc1)c1cccs1 | -1.0 | -54.9 | 0.6 | 15.3
CC1=CC(c2ccccc2)n2c(nc3ccccc32)N1 (stereo not drawn) | -0.1 | 14.8 | 0.3 | 14.4
COc1ccc(CN2CCOc3ccc(CN4CCOCC4)cc3C2)cc1 | 0.0 | 18.2 | -0.1 | 6.1
N#Cc1c(N)nc(SCC(N)=O)c(C#N)c1-c1ccc(Cl)cc1 | 1.7 | -2.5 | 0.0 | 3.1
CC1=NN(C(N)=S)C(=O)C1N=Nc1ccc(Br)cc1 (stereo not drawn) | -1.9 | -36.9 | 1.4 | 22.2
COc1ccc(Cn2c(C)cn3c4c(=O)n(CC(C)C)c(=O)n(C)c4nc23)cc1 | -0.7 | 3.3 | 0.1 | 3.5
Cc1cccc(C)c1NC(=O)COC(=O)COc1cccc2c1OC(C)(C)C2 | 1.1 | -4.2 | 0.4 | 11.0
O=C(Nc1cc(Cl)ccc1O)c1cnn2c(C(F)(F)F)cc(-c3ccco3)nc12 | -0.1 | -14.4 | 0.2 | 5.8
Cc1[nH]nc2c1C(c1cccnc1)N(c1ccc(Br)cc1)C2=O (stereo not drawn) | -1.7 | 4.8 | 0.5 | -0.8
COCCCNC(=O)/C(C#N)=C/c1c(Oc2ccccc2F)nc2ccccn2c1=O | -6.2 | 13.8 | -0.1 | -1.7
Cc1[nH]c(=O)[nH]c(=O)c1S(=O)(=O)Nc1cccc([N+](=O)[O-])c1 | 2.4 | -6.2 | 0.4 | -15.9
CN1/C(=C\C(=O)COC(=O)C(C)(C)C)C(C)(C)c2ccccc21 | -1.0 | -5.2 | 0.2 | 16.1
O=C(Nc1ccc(NC(=O)c2ccc(-c3cccc([N+](=O)[O-])c3)o2)cc1)c1ccco1 | 1.4 | -5.3 | 0.0 | 1.3
CC1CCCC(N2CCN(Cc3cccc([N+](=O)[O-])c3)CC2)C1 (stereo not drawn) | -1.0 | -1.1 | 0.0 | 75.0*
O=S(=O)(Nc1ccccc1)c1ccccc1 | -0.2 | 4.2 | 0.0 | 10.0
COc1cc(-c2cc(O)c3c(C)oc(C)c3c(=O)c2)ccc1O | -0.1 | -1.0 | -0.3 | 5.3
COC(=O)c1cc(Br)ccc1NC(=O)c1ccccc1CCc1ccccc1 | 0.8 | 4.4 | 0.1 | -3.1
CC1CCC2(CC1)SCC(=O)N2c1ccc(Br)cc1 (stereo not drawn) | 0.0 | -29.1 | -0.1 | -13.9
CNC(=S)N1CCN(c2nc(-c3cccc(OC)c3)cs2)CC1 | -0.2 | -6.5 | -0.1 | 2.1
O=C(Nc1ccc(Oc2cccnc2)cc1)C1CCN(Cc2ccc3nonc3c2)CC1 | 1.2 | 25.7 | 0.1 | 12.0
O=C1OC(c2cc(Cl)ccc2Cl)=N/C1=C\c1cccnc1 | -0.5 | 2.0 | 0.2 | -20.8
COc1ccc(C2C(C(=O)Nc3ccccc3F)=C(C)NC3=C2C(=O)CC(C)(C)C3)cc1 (stereo not drawn) | 0.7 | -1.9 | 0.0 | -6.9
Cc1ccc(SCC(=O)N2N=CCC2c2ccccc2)cc1 (stereo not drawn) | 0.9 | -13.9 | 0.0 | 2.6
Brc1cnn(-c2nn[nH]n2)c1 | -0.1 | -9.0 | -0.1 | -1.7
CCCSc1nc(-c2ccccc2)cc(-c2ccccc2OC)c1C#N | 2.7 | 6.8 | 0.0 | -11.3
O=C1/C(=C/c2cccnc2)SC(=S)N1c1ccccc1F | -1.3 | 0.3 | 0.1 | 8.2
S=c1[nH]nc2c(Nc3ccc(Cl)cc3)nc3nonc3n12 | -1.4 | -4.3 | -0.1 | 2.8
COC(=O)c1cnc(Nc2ccc(F)cc2Cl)c2ccccc12 | -0.5 | -1.8 | 0.3 | -11.0
CCOc1cc(NC(=O)c2ccccc2)c(OCC)cc1NC(=O)CCCCCN1C(=O)c2ccccc2C1=O | -1.5 | 5.0 | 0.0 | -10.1
CCOc1ccc(NC(=O)CSc2nc3nc(C)c(Cc4cc(C)ccc4C)c(C)n3n2)cc1 | -1.3 | 5.3 | 0.1 | 3.0
COc1cccc(/C=N/NC(=O)Cn2c3ccccc3c(=O)c3ccccc32)c1O | -1.2 | 50.4* | 0.2 | 21.4
O=C1CSC(c2ccc([N+](=O)[O-])cc2)N1c1cccc(Cl)c1Cl (stereo not drawn) | -1.0 | 1.8 | -0.2 | -0.2
COc1cccc(CN2CCN3C(=O)[C@@H](C)NC(=O)[C@H]3C2)c1 | 2.3 | -0.9 | -0.1 | 8.9
CC(C)C(=O)N1CCc2ccc(NS(=O)(=O)c3cccc(Cl)c3)cc2C1 | -1.5 | 23.2 | 0.2 | 13.4
Oc1c(C(c2ccccc2)N2CCOCC2)sc2ncnn12 (stereo not drawn) | 3.0 | 8.7 | -0.1 | 3.5
CCOC(=O)c1sc(N2C(=O)C(=O)/C(=C(/O)c3ccccc3)C2c2ccc(C)cc2)nc1C (stereo not drawn) | 2.0 | 4.6 | -0.1 | 3.7
COc1ccc(OC)c(NC(=O)CN2CCC(n3nnc4cc(C)ccc43)CC2)c1 | 0.1 | -2.5 | 0.0 | 1.4
COc1ccc(OC)c(NC(=O)CCC(=O)Nc2cc(OC)ccc2OC)c1 | -0.2 | -4.1 | 0.2 | -11.2
O=C(Nc1ccc(-c2cn[nH]c2)nc1)C1COc2ccccc2O1 (stereo not drawn) | 1.2 | -11.7 | -0.2 | 9.9
Cc1cccc(C(=O)Nc2ccc(I)cc2C(=O)N2CCCC2)c1 | 1.7 | 8.3 | -0.2 | 6.5
CCOC(=O)c1c(NC(=O)c2ccc(Br)cc2)sc(C(=O)Nc2cccc(Cl)c2)c1C | -0.6 | 9.8 | 0.0 | 12.0
CC(=O)c1cc2c(cc1NS(=O)(=O)c1cc(C(F)(F)F)ccc1Cl)OCO2 | 0.9 | 1.7 | 0.0 | 2.0
COCCNC(=O)CCn1nc(-c2ccc(Cl)cc2)c2ccccc2c1=O | -0.5 | 11.5 | -0.1 | 8.6
CC(=O)Nc1ccc(Nc2cc(-c3cccc(C(C)=O)c3)ncn2)cc1 | 0.6 | -21.8 | 0.2 | -4.4
CC(NC(=O)c1c(NC(=O)c2ccccc2F)sc2c1CCCC2)c1ccccc1 (stereo not drawn) | 0.2 | -2.0 | 0.0 | -9.3
O=C(CN1CCc2nc(N3CCCC3)[nH]c(=O)c2C1)N1CCCC1 | 0.2 | -12.1 | -0.2 | -4.3
CCOC(=O)c1sc(NC(=O)c2ccc(S(=O)(=O)N3CC4(C)CC3CC(C)(C)C4)cc2)c(C)c1C (stereo not drawn) | 0.5 | -5.1 | -0.1 | 0.0
CCN(c1cccc(C)c1)S(=O)(=O)c1ccc(O)c(C(=O)O)c1 | -0.3 | 2.2 | 0.1 | 1.1
O=C1N[C@@H](Cc2cnc[nH]2)C(=O)N2CCN(Cc3cnn(-c4ccccc4)c3)C[C@H]12 | -0.2 | 3.3 | 0.4 | 15.4
CC(C)CC(NC(=O)C(Cc1ccc2c(c1)OCO2)NC(=O)c1ccccc1)C(=O)O (stereo not drawn) | 1.3 | 7.0 | 0.1 | 10.8
COc1ccc(-c2noc(CC(=O)N3CCN(c4ccccn4)CC3)n2)cc1 | 0.1 | 1.8 | -0.1 | -1.8
CCOc1ccccc1-n1c(=S)sc2c(=O)n(-c3ccccc3F)c(SCc3csc(C)n3)nc21 | 1.8 | -6.7 | -0.1 | 5.8

Additional entries.
SMILES | GPR151 activ | TEAD-YAP block | FBW7 activator | MITF inh
COCCCN1C(=O)C(=O)/C(=C(\O)c2ccc3c(c2)OCCO3)C1c1ccco1 (stereo not drawn) | -2.2 | -14.9 | 0.8 | 25.2
CC(=O)[C@H]1[C@H](c2ccc(F)cc2)C(C#N)(C#N)[C@@H]2c3ccccc3C=CN21 | -1.4 | -0.8 | 0.1 | 5.2
CC1=C(C(=O)Nc2ccccn2)C(c2cccc(Oc3ccccc3)c2)C2=C(CCCC2=O)N1 (stereo not drawn) | 0.1 | 5.8 | 0.2 | 6.0
C[n+]1cccc(C(=O)Nc2ccccc2)c1 | 5.4* | -0.9 | 0.3 | 16.8

Entries listed so far that contain a tert-butyl group (2):
SMILES | GPR151 activ | TEAD-YAP block | FBW7 activator | MITF inh
COc1ccc(C(C)(C)C)cc1NS(=O)(=O)c1ccc(Cl)s1 | 1.8 | -6.0 | 0.7 | 20.3
CN1/C(=C\C(=O)COC(=O)C(C)(C)C)C(C)(C)c2ccccc21 | -1.0 | -5.2 | 0.2 | 16.1
